Source: PubChem BioAssay
Rad51 HR inh: blocks human Rad51 in homologous recombination; hRad51 DNA strand exchange, fluorescence dequenching; inhibition, % at 10 µM; hit rate 0.085% among 200,000;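 active = inhibition above 40% at the single screening dose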;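 also: 0% = DMSO control wells and 100% = blanks with heterologous ssDNA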
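material = hRad51 filaments on single-stranded DNA | reagent = Donor/quencher-labelled 47-bp dsDNA substrate | compound = 10 µM final, single point | schedule = strand-exchange reaction 15 min at room temperature | measured by = fluorescein emission 520 nm, excitation 485 nm | read-out basis = % inhibition versus plate control and blank means | benchmarks = plate controls and plate blanks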
FXIIa inh: factor XIIa (human) inhibition; hit rate 0.3% among 220,000; P00748; purified FXIIa, Boc-QGR-AMC fluorogenic substrate, 2 h; inhibition, % at 5 µM; AID 800; in the data active = inhibition above about 40%;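 also: 0% = enzyme with no compound and 100% = blank without enzyme; many of its hits are not listed in these tables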
Target sequence (P00748 20-372 limits assumed): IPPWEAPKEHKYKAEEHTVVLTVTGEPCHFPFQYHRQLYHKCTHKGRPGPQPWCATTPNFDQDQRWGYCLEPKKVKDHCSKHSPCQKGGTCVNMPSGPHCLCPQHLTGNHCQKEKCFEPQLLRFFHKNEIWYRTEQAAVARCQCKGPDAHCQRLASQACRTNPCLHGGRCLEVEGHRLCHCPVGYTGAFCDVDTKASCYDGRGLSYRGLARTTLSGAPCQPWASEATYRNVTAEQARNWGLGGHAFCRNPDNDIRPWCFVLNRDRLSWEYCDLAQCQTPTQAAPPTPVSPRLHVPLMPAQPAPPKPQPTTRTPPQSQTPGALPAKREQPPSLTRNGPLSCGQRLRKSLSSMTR
Target sequence (P00748 373-615 limits assumed): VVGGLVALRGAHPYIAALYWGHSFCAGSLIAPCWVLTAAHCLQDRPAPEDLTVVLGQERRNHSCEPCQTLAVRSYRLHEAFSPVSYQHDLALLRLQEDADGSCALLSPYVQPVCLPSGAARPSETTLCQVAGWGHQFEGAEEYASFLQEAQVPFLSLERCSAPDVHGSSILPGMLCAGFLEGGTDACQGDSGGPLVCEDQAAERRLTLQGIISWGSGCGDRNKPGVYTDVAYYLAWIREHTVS
KLK5 inh: inhibitors of human kallikrein 5; Q9Y337; recombinant hK5, fluorogenic AMC substrate cleavage; inhibition, % at 5 µM; hit rate 0.59% among 210,000;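 active = inhibition of 40% or more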;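 also: 0% = enzyme controls without compound and 100% = no-enzyme blanks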
Target sequence (Q9Y337 67-293 limits assumed): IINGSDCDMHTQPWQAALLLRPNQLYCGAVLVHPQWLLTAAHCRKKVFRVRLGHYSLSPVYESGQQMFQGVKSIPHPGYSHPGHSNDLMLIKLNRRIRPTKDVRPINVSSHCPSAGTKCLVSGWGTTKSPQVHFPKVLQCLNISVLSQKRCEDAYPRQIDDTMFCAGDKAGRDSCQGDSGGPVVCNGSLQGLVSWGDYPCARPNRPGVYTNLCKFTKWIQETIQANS
Wee1 degr inh: human Wee1 degradation inhibition, primary screen; P30291; reporter increase, % at 5 µM; hit rate 1.2% among 220,000; HeLa Luc-Wee1K328M stability, luciferase luminescence; 100% = proteasome inhibitor MG132 effect;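 active = activation above the mean of all tested compounds plus 3 SD, set per screening run, cut at about 8.8% in these data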;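 also: cells exposed to compound for 20 h before luminescence read; 0% = DMSO alone and 100% = MG132 at 30 µM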
FXIa inh: blocks human coagulation factor XIa protease activity. P03951. purified FXIa, Boc-Glu-Ala-Arg-AMC fluorogenic substrate. inhibition, % at 5 µM. hit rate 0.14% among 220,000;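 active = inhibition of at least 40%; inactive = inhibition below 40%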;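 also: fluorescence of freed AMC excited at 355 nm; 0% = enzyme without compound and 100% = no enzyme blank; many of its hits are not listed in these tables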
14-3-3 Bad PPI: disrupts binding of bovine 14-3-3 zeta to phospho-Bad peptide; P63103; TR-FRET 14-3-3zeta/Dy647-pBad peptide displacement, 1 h; inhibition, % at 21.7 µM; hit rate 0.71% among 220,000; AID 781;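 active = inhibition above about 70%, limit read from the data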;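 also: 0% = full 14-3-3 plus peptide FRET controls and 100% = background without 14-3-3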
p97 inhibitor: blocks human p97 ATPase activity; inhibition, % at 8 µM; P55072; recombinant p97 ATPase, Kinase-Glo ATP luminescence, 3 h; hit rate 0.42% among 220,000; in the data active = inhibition above about 15%;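 also: 0% = DMSO vehicle and 100% = wells lacking enzyme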
MDM2 E3 inh: inhibitors of human Mdm2 E3 ubiquitin ligase. hit rate 0.11% among 210,000. signal enhancement, % at 5 µM. cell-based MDM2 ubiquitination luciferase reporter, 2 h; 0 = plate control, 100 = twice control, blank-subtracted. AID 1230;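 active = signal enhancement of 30% or more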;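 also: luminescence tracks abundance of the self-degrading MDM2-luciferase fusion protein; higher signal means inhibition of MDM2 E3 ligase activity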
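System: stable MDM2–luciferase fusion reporter cells / Input: 2000 cells seeded into each well / Schedule: 4 h settle plus 2 h compound, 37 °C / Compound: single-point 5 µM / Buffer or medium: cells held in DMEM / Benchmarks: control and blank well means / Evaluation: percent signal gain over controls, blank-subtracted / Measured by: luciferase luminescence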
eIF4E 4G PPI: blocks eIF4E binding to eIF4G; P63073+Q04637; TR-FRET eIF4E-eIF4GI(517-606) binding, 2 h; inhibition, % at 21.7 µM; hit rate 0.37% among 220,000; AID 782;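 active = inhibition above about 30%, limit read from the data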;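 also: 0% = full FRET control wells and 100% = background wells lacking eIF4GI fragment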
* hit, by the source's call; / = not tested or not shown; [ ] = dose if it differs, or a comment.

structure	Rad51 HR inh	FXIIa inh	KLK5 inh	Wee1 degr inh	FXIa inh	14-3-3 Bad PPI	p97 inhibitor	MDM2 E3 inh	eIF4E 4G PPI
S=C(c1c[nH]c2ccc(Br)cc12)N1CCOCC1	0	7	1	0	-6	-14	2	-7	0
CC(=O)c1ccc(NC2=C(N3CCOCC3)C(=O)c3ccccc3C2=O)cc1	6	11	-10	1	-5	-14[fluorescence artefact?]	3	-30	-2[fluorescence artefact?]
Cc1ccc(S(=O)(=O)CCSc2cccc(C(=O)Nc3ccccc3C(=O)O)c2)cc1	/	1	-7	6	-4	7	-5	-4	-3
CCc1ccccc1N1C(=O)C2CC(C)=C(C)CC2C1=O (configuration not stated)	0	10	-6	-3	-4	2	-3	-17	-8
COc1ccc(C)cc1NC(=O)c1ccc(N(C)S(C)(=O)=O)cc1	-2	11	0	1	10	4	-3	-4	2[fluorescence artefact?]
COc1ccc(NC(=O)C2CCN(S(=O)(=O)c3ccc(OC)c(OC)c3)CC2)c(OC)c1	1	11	-6	8	4	-4[fluorescence artefact?]	-3	-3	-7
CCN(CC)C(=O)C1CCCN(C(=O)Nc2ccccc2)C1 (configuration not stated)	1	15	4	1	2	7[fluorescence artefact?]	1	-5	-2
CC1(C)Cc2c(c(-c3ccco3)nc3sc4c(NCCCO)ncnc4c23)CO1	10	4	3	-2	3	1	6	-10	-3
COc1ccccc1CSc1nc2ccccc2[nH]1	-9	23	-11	-1	0	2	0	8	4
CCn1c(-c2csc(-c3ccc(Cl)cc3)n2)n[nH]c1=S	/	16	-22	2	3	6	2	-9	-1

Part of the list above in order of formula weight, smallest number first.
structure	Rad51 HR inh	FXIIa inh	KLK5 inh	Wee1 degr inh	FXIa inh	14-3-3 Bad PPI	p97 inhibitor	MDM2 E3 inh	eIF4E 4G PPI
COc1ccccc1CSc1nc2ccccc2[nH]1	-9	23	-11	-1	0	2	0	8	4
CCn1c(-c2csc(-c3ccc(Cl)cc3)n2)n[nH]c1=S	/	16	-22	2	3	6	2	-9	-1
S=C(c1c[nH]c2ccc(Br)cc12)N1CCOCC1	0	7	1	0	-6	-14	2	-7	0

(continued)
structure	Rad51 HR inh	FXIIa inh	KLK5 inh	Wee1 degr inh	FXIa inh	14-3-3 Bad PPI	p97 inhibitor	MDM2 E3 inh	eIF4E 4G PPI
Cc1c(NC(=O)CN2C(=O)NC3(CCC(C)CC3)C2=O)c(=O)n(-c2ccccc2)n1C (configuration not stated)	-20	5	-1	3	14	55	-3	-12	1
Cc1cc(C)nc(SCC(=O)Nc2cc(C)on2)n1	-9	1	-14	0	0	4	5	-21	0
CN(C)S(=O)(=O)c1ccc(Cl)c(NC(=O)COC(=O)C2CSC3(C)CCC(=O)N23)c1 (configuration not stated)	1	8	-19	1	5	-32	4	0	2
CC(O)[C@H]1CNC(=O)C(=O)N1CC(C)(C)C (some centres not stated)	7	10	3	/	2	1	/	12	-6
CCOc1ccc(-c2cc(C(=O)NCCCN3CCN(CC)CC3)c3ccccc3n2)cc1	-8	9	-12	-1	1	-11	-6	-11	-3
S=C1NCN(Cc2cccnc2)CN1c1cccc(Cl)c1	14	7	-5	-1	5	-4	3	-9	-5
CCOC(=O)c1ccc(-n2c(CN3CCN(CC)CC3)nc3ccc([N+](=O)[O-])cc3c2=O)cc1	30	11	-6	4	-2	0	-1	-10	6
CCOC(=O)C1=C(CSc2nc(-c3ccccc3)ccc2C#N)OC(N)=C(C#N)C1c1ccccc1 (configuration not stated)	-8	16	-10	0	9	-5	-3	-13	-11
O=C(Nc1ccc2ccccc2n1)Nc1cccs1	9	10	1	-3	2	-2	-1	-16	-1
COC(=O)c1sc(NC(=O)COc2ccccc2)nc1C	/	5	-14	0	-3	0[fluorescence artefact?]	1	-8	-16
Cc1cc2c(cc1C)NC(=O)CC(C(F)(F)C(F)(F)C(F)(F)F)=N2	-2	13	-3	-1	9	-2	-2	11	7
CCCOc1ccc(OCCSc2nnc(N)s2)cc1	13	12	0	3	3	0	-1	-18	1
C[C@H](Nc1ccc(C(F)(F)F)cc1[N+](=O)[O-])C(=O)O	3	5	1	1	1	-2	4	-3	1
O=C(Oc1csc(=S)n1C(=O)c1ccccc1)c1ccccc1	4	-6	12	-3	-7	1	4	-17	3
O=C(Nc1ccccc1-c1ccccc1)C1CCCC1	15	7	7	-1	0	-8	6	-5	0
O=C(NNc1ccc(F)cc1)c1c(F)cccc1Cl	14	10	2	-1	13	-8	4	-9	0
CCOC(=O)c1cccc(NC(=O)CSc2nnc(COc3ccccc3)n2CC)c1	0	13	-22	4	0	-1	-4	-10	-6
COc1ccc(N2CCN(c3nc(=S)n(-c4ccccc4)c(C)c3C(C)=O)CC2)cc1	4	-13	-10	0	4	-12[fluorescence artefact?]	4	-8	-5[fluorescence artefact?]
COc1ccc(Br)cc1/C=N/NC(=O)Cn1nnnc1N	13	8	3	0	0	2	-1	4	5
O=C(Nc1ccc2ccccc2c1)c1cccc(F)c1	2	3	-2	8	-3	2	5	-23	-2

In the list so far, these have bromine:
structure	Rad51 HR inh	FXIIa inh	KLK5 inh	Wee1 degr inh	FXIa inh	14-3-3 Bad PPI	p97 inhibitor	MDM2 E3 inh	eIF4E 4G PPI
S=C(c1c[nH]c2ccc(Br)cc12)N1CCOCC1	0	7	1	0	-6	-14	2	-7	0
COc1ccc(Br)cc1/C=N/NC(=O)Cn1nnnc1N	13	8	3	0	0	2	-1	4	5

Additional records follow.
structure	Rad51 HR inh	FXIIa inh	KLK5 inh	Wee1 degr inh	FXIa inh	14-3-3 Bad PPI	p97 inhibitor	MDM2 E3 inh	eIF4E 4G PPI
CCN(CC)C(=O)c1cc2c(=O)c3cc(Cl)ccc3oc2nc1C	-3	-4	-21	0	5	14	3	-4	6
CC1CN(Cc2nc3c(c(=O)[nH]c(=O)n3C)n2CCCc2ccccc2)CC(C)O1 (configuration not stated)	-5	10	-5	0	-5	-2	0	-9	2
O=C(NC1CCCCC1)N1CCN(C(=O)c2ccco2)CC1	2	12	-14	4	-3	-8	-7	-28	-14
CCOC(=O)c1ccc(NC(=O)c2n[nH]c(=O)c3ccccc23)cc1	-5	-3	-26	1	-7	3	-2	-5	-7
Cc1cc2nnc(SC(C)C#N)n2c2ccccc12 (configuration not stated)	-4	8	11	-1	4	12[fluorescence artefact?]	0	-16	3[fluorescence artefact?]
CSc1oc(-c2cccs2)nc1S(=O)(=O)c1ccccc1	/	4	-1	-1	-3	7	4	-4	-2
Cc1ccc(C)c(Nc2ncccc2C(=O)NCc2cccs2)c1	14	2	-13	-2	3	8	-5	-2	0[fluorescence artefact?]
CCn1c(NC(=O)c2cccs2)c(-c2cccs2)c(=O)c2ccccc21	2	10	1	5	5	-7	2	0	4
CCOC(=O)N1CCC(N(CCOC)C(=O)Nc2ccc(Cl)c(Cl)c2)CC1	5	-4	24	2	-3	-2	2	-19	-2
COc1ccc2nc(N3CCCC3)[nH]c2c1	0	3	4	2	1	25[fluorescence artefact?]	2	-1	-1[fluorescence artefact?]
Cc1ccc(S(=O)(=O)NCC(=O)N(CC(=O)NC(C)(C)C)Cc2cccs2)cc1	-1	8	-5	1	5	-8	-4	2	4[fluorescence artefact?]
COc1ccc(C(=S)N2CCN(C)CC2)cc1Br	15	6	7	4	7	4	6	-12	4
O=C(O)CSc1nnc(-c2ccc3c(c2)OCO3)o1	/	16	1	-2	8	4	1	1	-1
C=C(C)[C@@H]1CC=C(CN2CCC(CCOC)(C(=O)OCC)CC2)CC1	7	15	5	0	-3	-11	5	17	-1
COC(=O)c1cc2c(cc1Cl)N1CCCCCC1=NS2(=O)=O	/	12	3	3	2	-6	4	-7	-3
CCCCOC(=O)Nc1ccc(N2CCCCC2)cc1	-1	17	10	9.1*	10	2	-4	-42	3
COc1ccc(Cn2c(C)ccc2C)cc1	-5	-2	-21	-2	-5	-6[fluorescence artefact?]	2	-3	-11
Cc1ccc(OCC(=O)Nc2ccc(F)cc2)cc1C	-3	16	-12	2	4	-7	-2	-2	-1
CC(C)SCc1cc(N2CCCC2)nc(-c2ccccc2)n1	5	7	-1	0	-4	-16	1	-3	-3
Cc1ccc(C(=O)NC(=S)N2CCN(c3ccc([N+](=O)[O-])cc3)CC2)cc1	9	10	-9	-2	5	0	1	1	2
Cn1c(N2CCCC2)nc2c1c(=O)n(Cc1ccc(F)cc1)c(=O)n2C	-11	6	-8	1	-4	-3[fluorescence artefact?]	6	-10	-6[fluorescence artefact?]
CC1(C)Cc2nc(N)c(C(=O)NCCO)cc2CO1	2	-7	-14	0	-3	-6	0	-6	2
CCCn1c(SCC(=O)NC(=O)NCc2ccco2)n[nH]c1=O	-4	1	8	-1	-4	-4	-1	-19	9
O=C(NCc1cccs1)c1ccc(S(=O)(=O)N2CCCCC2)cc1	0	10	11	6	6	-19	6	-6	6
Cc1ccccc1C(=O)Nc1cccc(NC(=O)c2ccc(-c3ccc(Br)cc3)o2)c1	/	19	-10	3	4	0	-1	-10	-15
COc1cccc(/C=C2\N=C3CCCCCN3C2=O)c1	-3	25	-24	0	10	-3	-1	-4	-3
CCCCCCc1nnc(N)s1	0	9	2	3	2	-6[fluorescence artefact?]	-1	-6	4[fluorescence artefact?]
O=C1c2ccccc2C(=O)N1CC(=O)N1c2ccccc2Sc2ccc(C(F)(F)F)cc21	0	1	5	0	-6	-19	2	-9	6
CC(=O)Nc1cc(-c2ccc(F)cc2)[nH]n1	-2	6	-3	2	5	-2	9	-25	0
Cc1cc(C)c2sc(N(CCCN(C)C)C(=O)CN3C(=O)c4ccccc4C3=O)nc2c1	7	8	1	-1	4	-3	1	-2	1
